# Screening results from PubChem.
# HKDC1 inhibitor: HKDC1 hexokinase inhibitors, primary screen, biochemical, fluorescence, uHTS | 340,000 tested, 0.16% active | AID 493160, 2011 | inhibition, % at 20 µM | recombinant HKDC1, G6PDH/diaphorase resazurin coupled fluorescence;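 active means inhibition above about 35% when tested at 20 µM, limit read from the data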;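 further: plate controls were DMSO wells with enzyme for no effect and DMSO wells lacking enzyme for full effect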
#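 Test system: HK5 enzyme. Quantity: 5 µg/mL HK5 final. Reagent: glucose and ATP substrates. Schedule: 90 min reaction incubation at room temperature, dark. Technique: resazurin-to-resorufin fluorescence via G6PDH and diaphorase coupling, 525/613 nm. Control set: DMSO wells with and without enzyme mix.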
# mIAP activ: activators of mouse IAP, primary screen, biochemical, luminescence, uHTS; intestinal alkaline phosphatase [Mus musculus]; muIAP, CDP-Star luminescence, 30 min; active compounds read high; 1 = vehicle-only enzyme signal, 0 = enzyme-free wells; activation factor at 10 µM; 330,000 tested, 0.24% active; AID 2805, 2010;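 active means activation factor of at least 2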; further: the source names both 10 and 20 µM as test concentration; values of inactives mirror those of a sister screen read the other way
#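 also added = chemiluminescent substrate CDP-Star | test system = mouse IAP enzyme | signal = chemiluminescence readout | compound = DMSO-dissolved test compounds | incubation = 30 min at room temperature | benchmarks = DMSO wells, no-enzyme wells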
# hIAP activ: human IAP activators, primary screen, biochemical, luminescence, uHTS. 330,000 tested, 0.16% active. Intestinal-type alkaline phosphatase (Homo sapiens), P09923. purified human IAP, CDP-Star luminescence, 30 min; active compounds read high; 1 = vehicle-only enzyme, 0 = enzyme-free background. AID 2524, 2010. activation factor at 10 µM;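 active means activation factor of the enzyme at least 2-fold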; further: the source names both 10 and 20 µM as test concentration; values of inactives mirror those of a sister screen read the other way
# Target sequence (P09923 whole entry, looked up): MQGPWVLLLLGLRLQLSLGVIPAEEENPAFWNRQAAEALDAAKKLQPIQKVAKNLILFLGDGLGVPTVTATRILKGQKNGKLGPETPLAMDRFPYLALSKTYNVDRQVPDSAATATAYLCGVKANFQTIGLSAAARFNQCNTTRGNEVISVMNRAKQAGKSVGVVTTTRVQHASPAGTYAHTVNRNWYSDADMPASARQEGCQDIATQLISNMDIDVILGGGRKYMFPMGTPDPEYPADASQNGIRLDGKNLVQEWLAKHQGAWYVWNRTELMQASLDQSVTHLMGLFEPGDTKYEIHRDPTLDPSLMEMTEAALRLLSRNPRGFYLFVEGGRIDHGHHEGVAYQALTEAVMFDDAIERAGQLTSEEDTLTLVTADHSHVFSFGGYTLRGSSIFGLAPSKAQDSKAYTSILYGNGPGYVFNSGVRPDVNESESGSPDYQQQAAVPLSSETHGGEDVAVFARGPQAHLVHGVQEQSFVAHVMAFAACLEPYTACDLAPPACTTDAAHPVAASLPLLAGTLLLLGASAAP
# PfGluPho inh: PfG6PD enzyme inhibitors, primary screen, biochemical, fluorescence intensity, uHTS; glucose-6-phosphate dehydrogenase-6-phosphogluconolactonase (Plasmodium falciparum 3D7); inhibition, % at 20 µM; AID 504690, 2011; PfGluPho enzyme, NADPH resazurin-diaphorase fluorescence; 350,000 tested, 0.78% active;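 active means inhibition reaching at least a set limit at 20 µM in the primary screen, cut at about 59% in these data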;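 further: 0% = DMSO wells with substrate and 100% = DMSO wells lacking glucose-6-phosphate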
# ATG4B inh: ATG4B protease inhibitors, primary screen, biochemical, fluorescence, uHTS; Cysteine protease ATG4B (Homo sapiens), Q9Y4P1; ATG4B cleavage of LC3-PLA2, NBD-HPC fluorescence, 1 h; inhibition, % at 8.33 µM; 340,000 tested, 0.51% active; AID 504462, 2011; in the data active means inhibition above about 40%
# APOBEC3A inh: APOBEC3A ssDNA deaminase inhibitors, primary screen, selectivity assay for APOBEC3G inhibitor project, biochemical, FAM/TAMRA oligo cleavage fluorescence. inhibition, % at 20 µM. 330,000 tested, 0.41% active. recombinant A3A, FAM/TAMRA ssDNA deamination fluorescence;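 active means at least 40% inhibition at 20 µM here, with at most 30% in a related deaminase screen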;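 further: plate controls were A3A with DMSO for no effect and wells lacking A3A enzyme for full effect; some results filed as inactive read as strong as hits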
# Target sequence (P31941 whole entry, looked up): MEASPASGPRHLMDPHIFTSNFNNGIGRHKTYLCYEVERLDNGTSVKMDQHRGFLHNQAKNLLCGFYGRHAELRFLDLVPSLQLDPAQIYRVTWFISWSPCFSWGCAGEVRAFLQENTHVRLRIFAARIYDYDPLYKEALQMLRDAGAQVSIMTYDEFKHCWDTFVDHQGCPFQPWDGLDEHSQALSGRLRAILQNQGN
# mIAP block: inhibitors of mouse IAP, primary screen, biochemical, luminescence, uHTS; AID 2806, 2010; purified mouse IAP, CDP-Star luminescence, 30 min; inhibition, % at 10 µM; 330,000 tested, 0.2% active; intestinal alkaline phosphatase [Mus musculus];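 active means inhibition of at least 40% at 10 µM in the primary screen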;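 further: plate controls were DMSO with enzyme for no effect and no enzyme wells for full effect; values of inactives mirror those of a sister screen read the other way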
# hIAP block: human IAP inhibitors, primary screen, biochemical, luminescence, uHTS. Intestinal-type alkaline phosphatase (Homo sapiens), P09923. purified IAP, CDP-Star luminescence, 30 min. inhibition, % at 10 µM. 330,000 tested, 0.12% active. AID 2544, 2010;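 active means inhibition reaching a set limit with compound at 10 µM in the primary screen, cut at about 35% in these data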;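 further: plate controls were DMSO wells with enzyme for no effect and no-enzyme buffer wells for full effect; values of inactives mirror those of a sister screen read the other way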
# An asterisk follows results filed as active.
PfGluPho inh	hIAP block	HKDC1 inhibitor	APOBEC3A inh	mIAP activ	mIAP block	ATG4B inh	hIAP activ	SMILES
4.7	-19.1	-0.2	-5.4	1.03	-2.7	-5.1	1.19	Cc1cccc(NC(=O)CCN2CC(C)CC(C)C2)c1 (configuration not stated)
-6.9	4.4	-3.7	-0.9	0.957	4.3	4.8	0.956	Cc1nc2ncnn2c(C)c1CCC(=O)NCCC1=CCCCC1
8.8	12.7	-1.5	1.0	0.983	1.7	-15.1	0.873	Cc1nnc(SCc2cccc(Cl)c2)n(N)c1=O
-4.6	-16.1	-6.5	-2.7	1.08	-8.4	-1.6	1.16	O=C(Nc1ccccn1)[C@@H]1CCC(=O)N1C(=O)OCc1ccccc1
-4.1	12.1	-4.6	-1.6	0.977	2.3	-3.0	0.879	O=C(c1c(F)cccc1F)N1CCCC(c2nc(-c3ccc(F)cc3)no2)C1 (configuration not stated)
-3.7	-27.2	1.4	-1.7	1.02	-2.1	-3.7	1.27	O=C(CN1C2=NCCN2c2ccccc21)N1CCOCC1
-1.3	-13.4	0.7	0.9	0.984	1.6	-2.8	1.13	CSCCC(C(=O)N1CC2(C)CC1CC(C)(C)C2)N1C(=O)c2ccccc2C1=O (configuration not stated)
-4.4	11.3	3.4	-3.2	1.06	-6.4	-7.9	0.887	O=C1NC[C@@H](Cc2cccc3ccccc23)N(CC2CCCCC2)C1=O
32.5	14.5	8.6	4.4	0.93	7.0	-15.6	0.855	CCN(c1ccc2c(c1)OCO2)S(=O)(=O)c1cc(Br)cc2c1N(C(=O)C1CC1)CC2
-12.8	-2.1	11.4	-1.7	0.958	4.2	3.8	1.02	O=C1CC(c2cccc(Br)c2)C2=C(COC2=O)N1 (configuration not stated)
-4.3	14.7	-6.3	-0.7	0.952	4.8	-0.5	0.853	Cc1ccc(CSc2nn3c(=O)c(C)nnc3s2)cc1
-4.0	1.1	7.1	1.8	1	0.0	-2.7	0.989	Cc1cc(C)c2oc(C(=O)N3CCN(C)CC3)cc(=O)c2c1
-4.9	-6.1	-0.9	0.6	1	0.0	-5.1	1.06	O=C(CSc1nc(-c2ccccc2Cl)ns1)NCc1ccco1
-15.7	9.1	-3.9	5.0	0.926	7.4	4.9	0.909	Cc1ccc(S(C)(=O)=NC(=O)NC(=O)c2c(F)cccc2Cl)cc1 (configuration not stated)
-10.3	10.6	-3.4	-5.3	0.939	6.1	-0.6	0.894	COc1ccc(S(=O)(=O)NCc2nc3nc(C)cc(C)n3n2)cc1OC
5.5	-14.6	-3.9	16.1	0.4	60.0*	-9.5	1.15	N=C1S/C(=C\c2ccco2)C(=O)N1c1nccs1
-16.9	6.6	2.3	-7.6	1.1	-10.2	4.6	0.934	COc1ccc(CNS(=O)(=O)c2ccc3c(c2)CCN3C(=O)C2CC2)cc1
-8.7	-10.2	3.3	-6.2	1.02	-2.0	-8.1	1.1	O=S(=O)(c1ccccc1)N(CC(O)COc1ccccc1)c1ccccc1 (configuration not stated)
-2.6	-3.3	-5.8	1.8	1.04	-4.1	8.0	1.03	Cc1ccc(S(=O)(=O)N2CCN(Cc3cccc(F)c3)CC2)cc1
7.5	-6.0	2.6	32.4	1.07	-7.5	-5.5	1.06	O=C(NCc1ccccc1CN1CCCCC1)c1ccc(Cl)cc1N1CCCC1=O

# Printed as active in mIAP block, of those listed so far:
PfGluPho inh	hIAP block	HKDC1 inhibitor	APOBEC3A inh	mIAP activ	mIAP block	ATG4B inh	hIAP activ	SMILES
5.5	-14.6	-3.9	16.1	0.4	60.0*	-9.5	1.15	N=C1S/C(=C\c2ccco2)C(=O)N1c1nccs1

# The listing picks up; the 3 compounds before the break are reprinted first.
PfGluPho inh	hIAP block	HKDC1 inhibitor	APOBEC3A inh	mIAP activ	mIAP block	ATG4B inh	hIAP activ	SMILES
-8.7	-10.2	3.3	-6.2	1.02	-2.0	-8.1	1.1	O=S(=O)(c1ccccc1)N(CC(O)COc1ccccc1)c1ccccc1 (configuration not stated)
-2.6	-3.3	-5.8	1.8	1.04	-4.1	8.0	1.03	Cc1ccc(S(=O)(=O)N2CCN(Cc3cccc(F)c3)CC2)cc1
7.5	-6.0	2.6	32.4	1.07	-7.5	-5.5	1.06	O=C(NCc1ccccc1CN1CCCCC1)c1ccc(Cl)cc1N1CCCC1=O
-5.3	10.2	-4.0	-2.1	0.93	7.0	1.6	0.898	CC1(C)C(=O)Nc2ccccc2N1C(=O)COC(=O)CCSc1ccccc1
0.2	-6.3	-2.8	0.4	1.01	-1.4	-5.7	1.06	FC(F)(F)c1cnc2c(c1)Nc1ccccc1S2
11.1	-19.4	-6.0	-0.7	0.975	2.5	3.7	1.19	Cc1ccc(C)c(NC(=S)N2CCN(Cc3ccccc3)CC2)c1
-0.2	8.6	-1.0	1.4	1.07	-7.4	-0.8	0.914	CN(C(=O)COC(=O)c1ccccc1C(=O)N(C)c1ccccc1)c1ccccc1
4.4	1.6	-0.7	-2.3	1.02	-2.5	-5.3	0.984	CCCSc1ccc([C@@H]2[C@@H]3C(=O)N(CC)C(=O)[C@@H]3[C@]3(C(=O)OC)CCCCN23)cc1OC
13.6	7.2	-8.3	-1.4	0.905	9.5	-2.0	0.928	CCn1c(SCC(=O)NCc2cccs2)nnc1-c1cccs1
-7.7	1.1	-5.1	-0.5	1.02	-2.0	-7.4	0.989	CCOC(=O)c1nc2cc3n(c(C)c-2c1C)C(C)C(CC)=C3C (configuration not stated)
11.8	-4.6	-2.5	2.3	1	0.0	1.2	1.05	CSCC[C@H](NC(=O)NC1CCCC1)C(=O)O
-0.1	4.9	-3.7	1.9	0.998	0.2	17.4	0.951	CSc1ccc(CN2C(=O)NC3(CCCCCC3)C2=O)cc1
-3.5	-7.2	-6.4	0.0	1.03	-3.5	-7.8	1.07	CCCc1c(C(=O)N/N=C(\C)c2ccc(O)cc2)nnn1-c1nonc1N
10.6	-43.0	2.9	-1.8	0.941	5.9	-6.1	1.43	O=C(c1ccc2[nH]c(=O)c(=O)[nH]c2c1)N1CCc2ccccc21
2.3	11.0	-13.9	1.3	0.983	1.7	1.9	0.89	Cc1cccc(NC(=O)c2cnc3n(c2=O)CCS3)c1
106.4*	-6.5	8.5	-5.3	0.908	9.2	58.8*	1.06	Fc1cccc(Cl)c1CNc1ccc(N2CCCC2)cc1
-18.3	16.6	2.1	0.9	1.03	-3.1	23.4	0.834	COc1ccccc1CNC(=O)c1ccc2nc3[nH]c4ccccc4c3nc2c1
17.3	3.5	-7.3	-2.7	1.31	-31.1	-1.8	0.965	S=C(Nc1cccnc1)NC1CCCCCCC1
-13.8	3.8	-8.6	0.9	1.01	-0.9	0.9	0.962	CC(C)C(OC(=O)CCCC(=O)Nc1nccs1)C(=O)NC1CCCCC1 (configuration not stated)
26.2	1.3	-13.5	-2.1	0.935	6.5	-7.0	0.987	Cc1ccc(-c2nn(-c3ccccc3)cc2C(=O)N2CCOCC2)cc1C
24.2	-13.0	-3.3	-9.5	0.906	9.4	-8.9	1.13	CCOC(=O)c1c(C)[nH]c(C)c1C(=O)COC(=O)/C=C/c1ccc(Cl)cc1
12.3	-15.0	-3.8	-2.9	0.969	3.1	-6.5	1.15	O=C(COCc1cc(-c2ccc3c(c2)OCO3)on1)Nc1cccnc1
-4.1	1.8	-8.4	-0.4	0.96	4.0	-0.1	0.982	Cc1ccc(S(=O)(=O)N2CCC(C(=O)O)CC2)cc1

# Additional results:
PfGluPho inh	hIAP block	HKDC1 inhibitor	APOBEC3A inh	mIAP activ	mIAP block	ATG4B inh	hIAP activ	SMILES
-3.5	-8.1	-2.3	-1.9	0.939	6.1	-6.5	1.08	Cc1ccc(OCC(=O)N2CCCCC2C)c([N+](=O)[O-])n1 (configuration not stated)
-2.2	-2.8	11.4	-5.6	1.04	-4.1	-6.7	1.03	COc1ccnc(NCc2ccc(Cl)cc2)c1C#N
1.9	18.5	-1.5	-2.4	0.965	3.5	-4.5	0.815	COc1cccc(OCCNc2ccc([N+](=O)[O-])cn2)c1
-6.9	-9.6	-2.3	0.3	0.794	20.6	10.4	1.09	Cc1ccc(C(=O)NC(=S)Nc2cccc(NC(=O)c3ccccc3Cl)c2)cc1[N+](=O)[O-]
-8.4	-43.0	3.9	-0.9	0.844	15.6	-5.3	1.43	CC(C)(C)NC(=O)C(=O)NNC(=O)c1cccc(Br)c1
-1.8	15.6	14.7	-4.3	0.981	1.9	-30.5	0.844	CCc1ccc(NC(=O)N(CCCOC(C)C)C2CCN(C(C)=O)CC2)cc1
3.6	-2.1	-4.8	5.1	0.946	5.4	-5.6	1.02	COc1ccc(N(C(=O)Cc2cccs2)C2C=CS(=O)(=O)C2)cc1 (configuration not stated)
-3.5	-7.0	-0.8	-5.9	1.05	-5.0	2.0	1.07	CN(c1ccccc1)c1cc(Br)nc(Br)c1
0.8	-3.0	-8.1	3.1	1.01	-0.7	8.8	1.03	O=C(c1cccnc1)N1CCc2ccccc2C1
-23.6	-0.4	-3.3	-3.4	0.915	8.5	-1.9	1	CC(C)Nc1nc(NC(C)C)nc(N(C)C#N)n1
-3.0	-3.6	1.5	0.8	1.03	-2.6	-5.0	1.04	COC(=O)CN=Cc1c(O)n(-c2ccc(Cl)cn2)c(=O)c2ccccc12
13.2	-1.7	-0.9	-5.1	0.972	2.8	-9.4	1.02	COc1cccc(-c2cc(C(=O)Nc3cccnc3)c3ccccc3n2)c1
93.9*	-1.5	-5.9	0.1	0.977	2.3	-19.6	1.01	CN(C(=O)c1cc2n(n1)C(C(F)(F)F)CC(c1ccco1)N2)c1ccccc1 (configuration not stated)
-24.0	10.8	-5.5	-1.1	0.922	7.8	7.0	0.892	CCCCn1c(C)cc(/C=C(\C#N)C(=O)O)c1C
4.6	-4.0	-6.2	3.8	1.02	-2.3	7.2	1.04	Cc1ccc(S(=O)(=O)NC(C)C(=O)Nc2cccc([N+](=O)[O-])c2)cc1 (configuration not stated)
2.5	12.8	0.8	4.2	0.948	5.2	-3.1	0.872	NC(=O)C1CCCN(C(=O)CN2C(=O)NC(c3ccccc3)(c3ccccc3)C2=O)C1 (configuration not stated)
19.4	2.8	-6.5	2.7	1.04	-4.2	-2.8	0.972	Cc1cc(C)nc(/N=C(\N)N2CCCCCC2)n1
-12.8	7.2	1.7	3.4	1.02	-2.0	0.7	0.928	Cc1cccc(C)c1OCC(=O)N(Cc1cccs1)C1CCS(=O)(=O)C1 (configuration not stated)
-19.9	13.9	-0.8	-0.7	0.906	9.4	6.2	0.861	CN(c1ccccc1)c1nc2ccsc2c(=O)s1
7.0	-11.4	-3.0	2.6	1.15	-15.0	2.3	1.11	CCc1ccccc1NC(=O)c1ccc(-c2csc(C)n2)cc1
-12.9	19.4	-3.3	3.3	0.844	15.6	-6.5	0.806	COc1ccc(/C=C/c2c([N+](=O)[O-])c(=O)n(C)c(=O)n2C)cc1
0.1	-18.9	-6.3	2.2	1	-0.4	6.8	1.19	Cc1cc(OCC(=O)OCC(=O)NCc2cccs2)ccc1Cl
8.0	-4.4	-0.2	7.1	0.983	1.7	-6.9	1.04	COc1ccc(CCC(C)NCC2CCCCC2)cc1 (configuration not stated)
